Imprint erasure: genomic imprint erasure induction. mouse ES Peg3-LacZ reporter, beta-gal luminescence, 40 h. Potency, µM (doses to about 60.7 µM), without a hit: top-dose activity change, positive = activation, most hits filed as activators. hit rate 0.02% among 110,000. AID 1948;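 note: 0% = negative control wells on the plate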
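Readout: BetaGlo luminescence (5 min, room temp) for LacZ from the normally silent maternal Peg3 allele in female Peg3LacZ-Neo ES cells. Cells 300/well, 40 h, 37C, 5% CO2. Data normalized per plate to negative controls.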
p53ts 39C kill: cytotoxicity in p53ts cells at nonpermissive temperature; hit rate 1.5% among 130,000; H1299-p53A138V viability at 39C, ATP luminescence, 24 h; Potency, µM (doses to about 46.1 µM), for inactives: top-dose activity change, negative = cell killing, actives largely listed as cytotoxic; note: nearly all actives have a fitted effect of over 55% in size
IkB signaling: inhibitors of IkB signaling in ABC-DLBCL cells; Potency, µM (highest dose often 57.1 µM), without a hit: at the highest dose IkBa stabilization activation; hit rate 0.04% among 110,000; ABC-DLBCL IkBa-CBG/CBR dual luciferase ratio, 4 h; response scale: scaled: untreated 0%, proteasome inhibitor 100%; AID 445; active = well fitted curve in the direction sought with a large enough effect in the signal ratio, not every such curve was filed as active; inconclusive = small, poorly fitted or top-dose-only effect, or a change in a side signal; the % refers to the signal ratio;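 note: the direction sought is a rising ratio; 0% = basal untreated cells and 100% = reference inhibitor full response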
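In this assay, an IκBα–CBG68 fusion accumulates when IKK-driven degradation is blocked; native CBR normalizes for cell number. OCI-Ly3 cells were treated 4 h with compound and doxycycline, then green and red light read after Chroma-Glo addition.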
p53ts 32C tox: p53ts cell cytotoxicity, permissive temperature. Potency, µM (doses to about 46.1 µM), without a hit: at the highest dose activity change, negative = cytotoxicity, most hits filed as cytotoxic. H1299-p53A138V at 32C, ATP luminescence viability, 24 h. hit rate 0.93% among 130,000;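 note: 0% = DMSO and -100% = full killing by reference compound; nearly all actives have a fitted effect of over 55% in size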
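Viability by ATPlite luminescence after 24 h compound treatment (up to 46 uM) at the permissive 32C. Cells are H1299 carrying p53 A138V. Scale runs from DMSO basal to 100 uM tamoxifen as full kill; AC50 from Hill fits.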
* marks the source's active call; other numbers are inactive results; ? = inconclusive; · = not tested or not shown; [ ] = another dose, or the depositor's remark. Unless noted, calls come from the whole dose curve; as a rule, active = well fitted curve in the direction sought with a large enough effect; inconclusive = small, poorly fitted or top-dose-only effect, or another doubt; inactive = no such curve, though single readings can be large; an effect the other way counts as inactive or inconclusive. Unless noted, % is set by controls: 0 for no effect and ±100 for the full control effect; potency is the fitted concentration of half-maximal effect. This is a random part of the collection (roughly 1.7% active in at least one column).

SMILES	Imprint erasure	p53ts 39C kill	IkB signaling	p53ts 32C tox
Cc1ccc(NC(=O)CCc2nnc3n(CC(C)C)c(=O)c4ccccc4n23)cc1C	-6%[10.9 µM]	-15%	-0.6%	-1%
CC(NC(=O)C1CC=CCC1C(=O)O)C1CC2CCC1C2 (configuration not stated)	-2%	16%	0.0%	4%
Cc1ccc(CNC(=O)CCCOc2cc(=O)n(C)c3ccccc23)o1	-13%	-13%	12%	-5%
COCCCn1c(=N)c(C(=O)NC2CCCC2)cc2c(=O)n3cccc(C)c3nc21	-6%[10.9 µM]	-9%	-0.3%	-8%
CC1CCN(S(=O)(=O)c2cccc(-c3nnc(-c4cccnc4)o3)c2)CC1	-18%	14%	-0.7%	6%
Cn1c(NCc2c[nH]c3ccccc23)nc2ccccc21	-35%[inhibitor]	-29%	-0.3%	?
O=C(Cn1c(=O)c2ccccc2n2nncc12)Nc1cccc(F)c1	-11%[10.9 µM]	8%	?	9%
Cc1ccc(SCCN2C(=O)NC(C)(C)C2=O)cc1	-7%	-3%	1.9%	-4%
CCn1c(SCC(=O)N2CCCC2)nc2c1c(=O)n(C)c(=O)n2C	3%	25%	0.1%	-4%
Cc1ccc(N2CC(C(=O)NC3CCSC3=O)CC2=O)cc1 (configuration not stated)	-1%	10%	0.2%	-4%
COCc1cc(C)nc2sc3c(=O)n(-c4ccccc4C(F)(F)F)nnc3c12	-10%[10.9 µM]	14%	-1.5%	16%
COc1cccc(-c2cn3c(n2)sc2cc(C(=O)NC4CCCCC4)ccc23)c1	-16%[10.9 µM]	16%	?	-5%
CC(C)N(Cc1nc(-c2ccc(Cl)cc2)no1)C(=O)C12CC3CC(CC(C3)C1)C2	4%	9%	1.2%	-2%
COc1cccc(-c2nc(CS(=O)(=O)CC(=O)Nc3cccc(C)c3C)c(C)o2)c1	-21%	-9%	?	0%
CCCN1C(=O)C(O)(CC(=O)c2ccc3c(c2)OCCO3)c2ccccc21 (configuration not stated)	-22%	5%	0.9%	-1%
CCCC(NS(=O)(=O)c1ccc(Br)cc1)C(=O)O (configuration not stated)	-2%	0%	0.1%	-3%
O=C(O)c1ccc([N+](=O)[O-])cc1	-4%	-1%	-0.7%	8%[1.84 µM]
O=C(c1ccncc1)N1CCC[C@@]2(CCN(c3cccc(-c4ccccc4)c3)C2)C1	·	-3%	?	-3%
Cc1ccc(NC(=O)c2cnc(SCC(=O)N3CCOCC3)n(C)c2=O)cc1C	-31%[inhibitor][10.9 µM]	-5%	?	0%
CCN(CC)C(c1ccc(F)cc1)c1nnnn1C1CCCCC1 (configuration not stated)	-10%	7%	0.6%	16%
COc1ccccc1N1CCN(c2ccc(-c3nc(-c4ccccc4C)no3)cc2[N+](=O)[O-])CC1	-14%[10.9 µM]	-5%	0.0%	-12%
ON=C1/C(=N\O)CC2(C/C1=N/O)OCCO2	-28%	?	4.8%	-20%
CC(C)N(C=O)C1(C(=O)NC2CCCCC2)CCCCC1	-10%	-6%	0.7%	4%
COc1cccc(NC(=O)Nc2cc(-c3cn4cccnc4n3)ccc2C)c1	-3%[10.9 µM]	-21%	-1.8%	?
Cc1cc(C)c2nc(NC(=O)c3ccc(S(=O)(=O)N4CCCC4)cc3)sc2c1	-4%[10.9 µM]	-16%	?	2%
COc1ccccc1N1CCN(S(=O)(=O)c2c(C)nc3sccn3c2=O)CC1	-8%[10.9 µM]	-10%	-1.1%	-1%
CCOC(=O)Cc1nn2c(=O)cc(C)nc2s1	-11%	-5%	3.5%	-9%
CCC(=O)N1CCN(CCN=Cc2c(O)n(C3CCCCC3)c(=O)n(C3CCCCC3)c2=O)CC1	·	-8%	·	6%
C[N+]1(C)CCCC(OC(=O)C(O)(c2ccccc2)c2ccccc2)C1 (configuration not stated)	-3%	-2%	·	11%
COc1ccc(C2C(=O)N(C3CCCCCC3)CC(=O)N2Cc2ccc(C)cc2)cc1 (configuration not stated)	-17%[10.9 µM]	-12%	?	9%
O=c1n(Cc2ccc(F)cc2)c2ccccc2c2nc(-c3ccccc3)nn12	-13%[10.9 µM]	-1%	-0.1%	-7%
Cc1ccc2nc(-c3ccc(Cl)c(NC(=O)c4ccc(Br)o4)c3)oc2c1	6%[10.9 µM]	8%	3.6%	-9%
O=c1c(CCc2ccccc2)nc2cnc(N3CCNCC3)nc2n1C1CC1	-25%	10%	-0.9%[11.4 µM]	-8%
COc1cccc(/C=N/n2cnnc2)c1OCc1ccccc1	-8%	0%	0.1%	7%
Cc1ccc(S(=O)(=O)N2c3ccccc3OCC2C(C)(C)C)cc1 (configuration not stated)	·	-21%	·	-11%
Nc1nc(-c2c[nH]c3ccccc23)cs1	-4%	-3%	?	2%
C[C@@H]1O[C@H]2C3=C(C(=O)[C@H]4O[C@@H]4[C@H]3O)[C@@H]1[C@@H]1[C@@H](C)OC=C3[C@H](O)[C@H]4O[C@@H]4/C(=N\OCc4ccccc4)[C@]312	·	?	·	?
CCOc1ccc(OCC)c(NC(=O)C2CCN(c3cnccn3)CC2)c1	2%[10.9 µM]	-9%	-1.3%	?
CNc1nnc(-c2cccc(N(C)C)c2)s1	-32%[inhibitor]	?	-1.4%	?
Cc1csc2nc(COc3ccc(NC(=O)c4ccccc4F)cc3)cc(=O)n12	16%[10.9 µM]	15%	?	4%
O=C(CCN1CCOCC1)Nc1ccc2c(c1)N(C(=O)CN1CCOCC1)c1ccccc1CC2	-6%	7%	-1.0%	11%
CCOC(=O)C(O)(CC(=O)Nc1ccc(Cl)cc1Cl)C(F)(F)F (configuration not stated)	·	13%	·	11%
CCCCOC(=O)c1ccc(NC(=O)c2nn(C)cc2Br)cc1	·	?	·	-18%
COc1ccc2[nH]cc(CCNc3ccnc(-c4ccccc4Cl)n3)c2c1	?	-11%	1.7%[11.4 µM]	-27%
COc1cc(NC(=O)c2ccco2)c(OC)cc1NC(=O)CSc1ncc(-c2ccc(F)cc2)[nH]1	-3%	-16%	0.4%	0%
O=C(O)C1CCCCC1C(=O)NCc1ccc(F)cc1 (configuration not stated)	7%	4%	1.9%	9%
O=C(CCSCc1ccccc1F)N1CCN(c2ccc(Cl)cc2)CC1	-12%[10.9 µM]	?	?	-9%
O=C1CC(c2ccc(F)cc2)Cc2nc(NCc3ccco3)ncc21 (configuration not stated)	-11%	-1%	-0.9%	6%
COC(=O)c1ccc(/C=N/Nc2nc(-c3ccc(C)cc3)cs2)cc1	·	11%	·	-17%
Cc1cccc(CNC(=O)c2oc3c(c2C)-c2nn(Cc4cccc(Cl)c4)cc2CC3)c1	?	-23%	-1.0%	6%
Carrying on:
SMILES	Imprint erasure	p53ts 39C kill	IkB signaling	p53ts 32C tox
CCc1ccc(NC(=O)C(=O)NCCc2sc(-c3ccc(C)cc3)nc2C)cc1	-6%[10.9 µM]	?	-1.5%	5%
COc1ccc(NC(=O)CSc2nnc(-c3cccs3)o2)cc1	5%[10.9 µM]	-18%	-0.3%	-5%
O=C(Cn1nnc2ccccc2c1=O)NCc1ccco1	13%	-1%	1.4%	4%
Cc1c(CNC2CCCCC2)c(C(=O)O)c(C)n1Cc1c(F)cccc1Cl	-6%[10.9 µM]	-1%	2.0%	-5%
CCC1=C(OC(=O)N(CC)CC)N2C(=O)OC(=NCCc3c[nH]c4ccccc34)[C@]2(Cc2ccccc2)[C@H]2C1=CC[C@H]1C(=O)N(C)C(=O)[C@H]12	-6%	0%	·	36%[activator]
CCc1nnc2c(Nc3ccccc3Br)nc3ccccc3n12	-11%[10.9 µM]	-4%	-1.0%	-3%
CCC1CN(C(=O)N2CCC(C(=O)NCCc3ccc(OC)c(OC)c3)CC2)c2ccccc2O1 (configuration not stated)	-6%[10.9 µM]	6%	0.3%	6%
O=C1c2oc3ccc(Br)cc3c(=O)c2C(c2cccnc2)N1Cc1ccco1 (configuration not stated)	-1%	8%	-2.7%	6%
CC(=O)c1c(C)[nH]c(C(=O)NCCc2ccccc2)c1C	-8%	-29%	?	-25%
CCOC(=O)C1=C(C)N=C(/N=C/N(C)C)SC1c1ccccc1 (configuration not stated)	-19%	-25%	?	6%

Five compounds picked at random from the list so far, as already listed:
SMILES	Imprint erasure	p53ts 39C kill	IkB signaling	p53ts 32C tox
COc1ccc(NC(=O)CSc2nnc(-c3cccs3)o2)cc1	5%[10.9 µM]	-18%	-0.3%	-5%
O=C1c2oc3ccc(Br)cc3c(=O)c2C(c2cccnc2)N1Cc1ccco1 (configuration not stated)	-1%	8%	-2.7%	6%
CCc1nnc2c(Nc3ccccc3Br)nc3ccccc3n12	-11%[10.9 µM]	-4%	-1.0%	-3%
Cc1c(CNC2CCCCC2)c(C(=O)O)c(C)n1Cc1c(F)cccc1Cl	-6%[10.9 µM]	-1%	2.0%	-5%
CCc1ccc(NC(=O)C(=O)NCCc2sc(-c3ccc(C)cc3)nc2C)cc1	-6%[10.9 µM]	?	-1.5%	5%

Continuation:
SMILES	Imprint erasure	p53ts 39C kill	IkB signaling	p53ts 32C tox
C#CCSc1nc2sc3c(c2c(=O)n1-c1cccc(OC)c1)CCN(C(C)=O)C3	-18%[10.9 µM]	-13%	1.5%	11%
COc1ccc(CNC2=CC(=O)CC(C)(C)C2)cc1	-10%	18%	3.1%	8%
COc1ccc(Nc2cc(C)nc3nc(C)nn23)c(OC)c1	-15%	-1%	0.7%	3%
Cc1ccc(OCc2nc3ccccc3n2Cc2ccccc2Cl)cc1	-9%[10.9 µM]	?	?	1%
Cc1ccc(CN2CCc3nc(N4CCN(c5ccccc5F)CC4)ncc3C2)s1	-9%[10.9 µM]	-19%	3.4%	-13%
COC(=O)c1ccc(C(C(=O)NCc2ccccc2)N(Cc2ccco2)C(=O)c2cnccn2)cc1 (configuration not stated)	·	4%	-0.6%	-2%
COc1cccc(N2CCN(C(=O)c3ccc4nc(N5CCCCC5)sc4c3)CC2)c1	-52%[inhibitor]	24%	?	18%
CCCCC(=O)N1c2ccccc2C(C)(c2ccccc2)CC1(C)C (configuration not stated)	-11%[10.9 µM]	-10%	6.3%	-8%
CCOC(=O)c1ccc(NC(=O)c2nn(CC)cc2Br)cc1	-43%[inhibitor]	-12%	2.3%	-12%
CC1(C)CC(=O)c2cnc(NC(=O)CCc3ccccc3)nc2C1	-14%	1%	-4.1%	11%

Of the compounds above, two have a nitro group on carbon:
SMILES	Imprint erasure	p53ts 39C kill	IkB signaling	p53ts 32C tox
O=C(O)c1ccc([N+](=O)[O-])cc1	-4%	-1%	-0.7%	8%[1.84 µM]
COc1ccccc1N1CCN(c2ccc(-c3nc(-c4ccccc4C)no3)cc2[N+](=O)[O-])CC1	-14%[10.9 µM]	-5%	0.0%	-12%

Carrying on:
SMILES	Imprint erasure	p53ts 39C kill	IkB signaling	p53ts 32C tox
CCCn1c(CCC(=O)Nc2cccc(C)c2C)nc2cccnc21	-3%[10.9 µM]	4%	?	5%
CC(C)(C)C(=O)[C@H]([C@@H](c1ccccc1)N1CCOCC1)N1CCOCC1	·	-3%[9.22 µM]	-0.1%[11.4 µM]	-5%[9.22 µM]
COc1ccc(C(CCc2ccc(C)o2)NC(=O)Nc2ccc(OC)cc2OC)cc1 (configuration not stated)	-13%	14%	1.7%	5%
Cc1c(-c2ccccc2)c(=O)oc2c(CN3CCCC3)c(O)ccc12	20%[10.9 µM]	2%	-4.5%	3%
COc1cc(Cl)c(C)cc1NC(=O)Cn1c(C)c2cnn(-c3ccccc3)c(=O)c2c1C	12%[10.9 µM]	-10%	0.7%	-6%
CC(=O)Oc1cccc(/C=c2\sc3nc(-c4ccco4)nn3c2=O)c1	0%	9%	0.3%	18%
Cn1c(SCC(=O)Nc2ccccc2)nnc1-c1ccc(NC(=O)CCc2ccccc2)cc1	·	13%	·	-1%
Cc1ccccc1N(CC(=O)NCCSCc1ccco1)S(C)(=O)=O	1%	7%	3.0%	10%
CCOc1ccc(/C=C/c2nc(C#N)c(Nc3ccc(OCC)cc3)o2)cc1	11%[10.9 µM]	-13%	1.3%	2%
COc1ccc(NC(=O)C(c2ccc(C)cc2)N(C)C(=O)/C=C\c2ccc3c(c2)OCO3)cc1 (configuration not stated)	-8%[10.9 µM]	3%	?	10%
COc1ccc(-c2nnc(SC(C)C#N)o2)cc1 (configuration not stated)	-19%	-28%	0.4%	-6%
CCCc1nc(SCc2cccnc2)c2c(=O)n(C)c(=O)n(C)c2n1	-25%	9%	3.6%	0%
COc1ccc2nc(NC(=O)CSc3nnnn3C3CCCCC3)sc2c1	-3%	-20%	?	-8%
CCc1ccc(C(=O)c2cn(CC(=O)Nc3cccc(OC)c3)c3ccc(OC)cc3c2=O)cc1	-4%[10.9 µM]	-8%	?	11%
